# FUS suppressor: suppressors of FUS proteinopathy in yeast; S. cerevisiae FUS-expressing, growth rescue, OD600, 24 h; Potency, µM (doses to about 76.6 µM), inactives show at the highest dose growth rescue (activation), actives largely listed as activators; actives 0.24% (n = 390,000);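 note: plate controls were DMSO vehicle for no effect and reference control for full effect; nearly all actives have a fitted effect of over 55% in size; some results filed as inactive show a strong effect at the top dose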
#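 Yeast FUS proteinopathy model; galactose-induced FUS (2%), starting OD 0.005. Cpds in dilution series, 24hr, 30C, 99% humidity. Abs 600 nm growth. Pos ctrl CP55940 (top 92uM final); neg ctrl DMSO.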
# Abeta rescue: restores growth of yeast expressing A-beta42 peptide; yeast expressing A-beta42, growth rescue, OD600, 48 h; response scale: 0% DMSO, 100% iron-clioquinol control; Potency, µM (titrated, usually from 46.1 µM), for inactives: at the top dose growth rescue, actives largely listed as activators; actives 0.063% (n = 410,000); AID 1347071; note: nearly all actives have a fitted effect of over 55% in size
#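 Growth rescue measured by 600 nm absorbance after 48 h yeast culture at 30 C with compound. Values normalized between DMSO and an equimolar ferric chloride plus clioquinol control.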
# The depositor's hits bear a star; ? = inconclusive. Calls come from the whole dose curve; as a rule, active = well fitted activation curve with a large enough effect; inconclusive = small, poorly fitted or top-dose-only effect; inactive = no such curve, though single readings can be large or run the other way. Potency is the fitted concentration of half-maximal effect. This is a subset; the hit share may differ from the screen's.
# Results follow in this order: FUS suppressor	Abeta rescue
- Cc1nc(-c2ccc(F)cc2)sc1CCNC(=O)c1cccs1
 : 23%	-17%
- Cc1cc(C)nc(NS(=O)(=O)c2ccc(NC(=O)c3cc(=O)c4ccc(C)c(C)c4o3)cc2)n1
 : -11%	-6%
- COc1ccc(Cl)cc1NC(=O)Cn1c(=O)n(CCC(=O)NCc2ccc3c(c2)OCO3)c(=O)c2ccccc21
 : 10%	4%
- CCn1c(C(=O)N2CCC(C(=O)NCCc3ccc(C)cc3)CC2)cc2sccc21
 : 35%	22%
- Cc1ccc(CN2CCN(C3CCN(S(=O)(=O)c4ccc(C)cc4)CC3)C(=O)C2=O)cc1
 : 12%	-15%
- COc1ccc(N(Cc2cc3ccccc3[nH]c2=O)C(=O)c2cccc(Cl)c2)cc1
 : -3%	-2%
- COc1ccccc1NC(=O)Cn1c(=O)n(CC2CCC(C(=O)NCCc3ccccc3)CC2)c(=O)c2ccccc21 (centres undefined)
 : 29%	2%
- Cc1cc(-c2ccc(S(=O)(=O)Nc3cccc(C(F)(F)F)c3)s2)on1
 : 4%	-6%
- COc1cc2[nH]c(=O)n(CCCC(=O)N3CCN(c4cccc(C(F)(F)F)c4)CC3)c(=O)c2cc1OC
 : -30%	-14%
- Cc1cccc(NC(=O)C2CCC(CNS(=O)(=O)c3ccc(Br)s3)CC2)c1 (centres undefined)
 : -2%	-12%
- CS(=O)(=O)N1CCc2cc(C(=O)NCCc3ccccc3)ccc21
 : -10%	-12%
- CCC(C(=O)OCc1cc(=O)n2nc(C)sc2n1)c1ccccc1 (centres undefined)
 : 6%	-8%
- COC(=O)Cn1nc(C)c2c(C)n(-c3ccccc3)nc2c1=O
 : -20%	-6%
- Cc1ccc(C)c(N2CCN(S(=O)(=O)c3c(C)nc4sccn4c3=O)CC2)c1
 : -25%	8%
- CCOC(=O)c1ccc(NC(=O)CC2C(=O)N(c3ccccc3)C(=O)N2Cc2cccs2)cc1 (centres undefined)
 : ?	-1%
- CCC(=O)Oc1c(Sc2ccc(Cl)cc2)c(C)nn1C(C)(C)C
 : 13%	-10%
- CSCCC(NS(=O)(=O)c1ccc2c(c1)oc(=O)n2C)C(=O)N1CCN(c2ccc(C(C)=O)cc2)CC1 (centres undefined)
 : -6%	-17%
- CCCCn1c(=N)n(CCOc2ccccc2OC)c2ccccc21
 : -4%	-5%
- CCc1nn2c(=O)cc(COC(=O)c3cccc(NC(=O)c4ccccc4Cl)c3)nc2s1
 : 6%	-1%
- Cc1ccc(C)c(N2CCN(C(=O)c3cccn3-c3nnc(N4CCCCC4)s3)CC2)c1
 : ?	-19%

# Structural class: the entries above containing a CF3 group (two)
# Results follow in this order: FUS suppressor	Abeta rescue
- Cc1cc(-c2ccc(S(=O)(=O)Nc3cccc(C(F)(F)F)c3)s2)on1
 : 4%	-6%
- COc1cc2[nH]c(=O)n(CCCC(=O)N3CCN(c4cccc(C(F)(F)F)c4)CC3)c(=O)c2cc1OC
 : -30%	-14%

# (continued)
# Results follow in this order: FUS suppressor	Abeta rescue
- CC(=O)c1cccc(NS(=O)(=O)c2ccc3[nH]c4c(c3c2)CCCCC4)c1
 : ?	-4%
- CCCCn1c(=N)n(CCCOc2ccc(F)cc2)c2ccccc21
 : 20%	-10%
- Cc1ccc2nc(-c3ccc(NC(=O)c4ccc(S(C)(=O)=O)cc4)cc3)sc2c1
 : -18%	3%
- COc1ccc(-c2cn3nc(N4CCC(C(=O)NCc5ccc(F)cc5)CC4)sc3n2)cc1
 : 11%	-3%
- CCN1CCN(c2c(S(=O)(=O)c3ccc(OC)cc3)cnc3cc(OC)c(OC)cc23)CC1
 : 10%	1%
- COc1ccc(OCC(=O)Nc2ccc(-c3nc4cc(Cl)ccc4o3)cc2)cc1
 : -2%	-4%
- Cc1nn(CCC(=O)NC(C)C)c(=O)c2nn(-c3ccccc3)c(C)c12
 : -6%	0%
- Cc1ccc(NC(=O)Cn2c(=O)n(Cc3ccco3)c(=O)c3ccc(C(=O)NC4CCCC4)cc32)c(C)c1
 : -1%	-5%
- CCCCOc1ccc(C(=O)N2CCCCC2CCN2CCOCC2)cc1 (centres undefined)
 : 4%	-2%
- Cc1ccc(-n2nc(C)c3c(C(=O)Nc4ccccc4C(F)(F)F)cc(C)nc32)cc1
 : -7%	-24%
- Cn1c(C(=O)NCc2ccc(F)cc2)cc2c(=O)n(C)c3ccccc3c21
 : -10%	-4%
- COc1cccc(NC(=O)CN(Cc2ccccc2)S(=O)(=O)c2ccc3nc(C)sc3c2)c1
 : 0%	-3%
- CCc1ccccc1NC(=O)c1cc(S(=O)(=O)N2CCC(C)CC2)cn1C
 : 7%	-8%
- Cc1ccccc1C(=O)Nc1ccc(OCc2cc(=O)n3ccccc3n2)cc1
 : -18%	-12%
- Cc1cccc(NC(=O)Cn2c(=O)n(CC3CCC(C(=O)NCCc4ccccc4)CC3)c(=O)c3ccccc32)c1C (centres undefined)
 : -3%	-1%
- O=C(NCCCN1CCN(c2cccc(Cl)c2)CC1)c1ccc2nc(Cc3ccccc3)oc2c1
 : 30%	4%
- Cc1cc2nc(-c3ccc(NC(=O)c4ccc(OCC(C)C)cc4)cc3)oc2cc1C
 : -13%	-16%
- CCc1ccc(NC(=O)C(=O)NCC(c2cccnc2)N2CCN(Cc3ccccc3)CC2)cc1 (centres undefined)
 : -5%	-7%
- O=C(NC1CC(=O)N(c2cccc(F)c2)C1)c1ccc(S(=O)(=O)N2CCCCC2)cc1 (centres undefined)
 : 32%	-3%
- COc1ccc2c(c1)c1c(c(=O)n(Cc3ccccc3)c(=O)n1Cc1ccccc1)n2C
 : 2%	-4%
- COc1ccc(NC(=O)Cn2c(=O)n(Cc3ccco3)c(=O)c3oc4ccccc4c32)cc1Cl
 : -6%	-16%
- CC(C)Oc1ccc(CNC(=O)C(C)n2ccc3cc(S(=O)(=O)N4CCCCCC4)ccc32)cc1 (centres undefined)
 : 39%	-7%
- CCc1ccc2nc(N(Cc3cccnc3)C(C)=O)sc2c1
 : 8%	-7%
- COc1ccc(CCNC(=O)c2ccc3c(Cl)c4c(nc3c2)CCCC4)cc1OC
 : -18%	1%
- Cc1ccc(C)c(NC(=O)Cn2c(=O)ccc3cc(S(=O)(=O)N4CCCC4)ccc32)c1
 : 13%	-1%
- Cc1ccc2cc3cc(C(=O)N4CCN(c5ccc(Cl)cc5)CC4)oc3nc2c1
 : -5%	-6%
- Cc1ccc(NC(=O)C(=O)NCC(c2cccnc2)N2CCN(C)CC2)cc1F (centres undefined)
 : 13%	4%
- COc1ccc(CCNC(=O)CCc2c(C)c3cc4c(C)c(C)oc4cc3oc2=O)cc1
 : -27%	-14%
- O=C(c1cccc(Cl)c1)N1c2nc(-c3ccco3)nn2C2(CCCCC2)[C@@H]2CCCC[C@@H]21
 : 5%	15%
- Cc1ccc(CNc2oc(-c3ccc(COc4ccc(C)cc4)o3)nc2C#N)cc1
 : 3%	13%
- Cc1cc(NS(=O)(=O)c2ccc(NC(=O)c3ccccc3C)cc2)nc(C)n1
 : 1%	2%
- CCN(CC)c1ccc(C(=O)N2CCc3c([nH]c4ccccc34)C2c2ccc(F)cc2)cc1 (centres undefined)
 : -1%	-12%
- CCOC(=O)c1c(NC(=O)c2cc(=O)c3c(C)cc(C)cc3o2)sc(C(C)=O)c1C
 : -22%	3%
- CC(=O)N1CCc2c(sc3c2c(=O)n(-c2ccccc2C)c(=O)n3CC(=O)Nc2ccccc2)C1
 : 42%	4%
- COc1ccc(CCNC(=O)c2cc(=O)[nH]c3ccc(S(=O)(=O)N4CCCCC4C)cc23)cc1OC (centres undefined)
 : 29%	-17%
- Cc1ccc(-n2ncc(C(=O)NCc3ccccn3)c2C2CCN(C(=O)OC(C)(C)C)CC2)cc1C
 : 44%	-10%
- CCOC(=O)c1c(C)oc2ncnc(Nc3cc(C)cc(C)c3)c12
 : -15%	1%
- CCOC(=O)c1ccc(NC2=CC(c3ccc(F)cc3)N(c3ccc(C(=O)OCC)cc3)C2=O)cc1 (centres undefined)
 : -9%	0%
- Cc1cc(C)cc(N2CCn3c2nc2c3c(=O)n(Cc3c(F)cccc3Cl)c(=O)n2C)c1
 : -16%	-22%
- COc1ccc(NC(=O)c2sc3nc4c(cc3c2N)CN(Cc2ccccc2)CC4)cc1OC
 : -13%	-11%

# Continued; the last 4 above are carried over.
# Results follow in this order: FUS suppressor	Abeta rescue
- CCOC(=O)c1c(C)oc2ncnc(Nc3cc(C)cc(C)c3)c12
 : -15%	1%
- CCOC(=O)c1ccc(NC2=CC(c3ccc(F)cc3)N(c3ccc(C(=O)OCC)cc3)C2=O)cc1 (centres undefined)
 : -9%	0%
- Cc1cc(C)cc(N2CCn3c2nc2c3c(=O)n(Cc3c(F)cccc3Cl)c(=O)n2C)c1
 : -16%	-22%
- COc1ccc(NC(=O)c2sc3nc4c(cc3c2N)CN(Cc2ccccc2)CC4)cc1OC
 : -13%	-11%
- Cc1ccccc1Cn1c(=O)n(Cc2ccc(Cl)cc2)c(=O)c2cccnc21
 : 0%	-24%
- COc1ccccc1CNC(=O)CCn1nc(C)c2c(C)n(-c3ccccc3)nc2c1=O
 : -8%	-24%
- COc1ccc(NC(=O)Nc2nnc(N3CCCC3)s2)cc1
 : -21%	-10%
- CCn1c(=O)c(=O)n(CC)c2cc(N3CCCCC3)c(NC(=O)c3ccc(OC)c(OC)c3)cc21
 : -6%	-12%
- CCOC(=O)c1sc2ccccc2c1S(=O)(=O)N1CCN(c2cccc(C)c2)C(C)C1 (centres undefined)
 : 19%	2%
- Cc1ccc(C)c(NC(=O)CSc2ccc3nc(-c4ccccc4)cn3n2)c1
 : 20%	-6%
- Cc1cc(F)ccc1NC(=O)c1csc2c1CCC(C)C2 (centres undefined)
 : -14%	-5%
- COc1cccc(C(=O)Nc2c(C(=O)NC(C)(C)C)oc3ccccc23)c1
 : 29%	2%
- CCOC(=O)c1c(C)oc2ncnc(Nc3ccc(OCC)cc3)c12
 : -29%	-14%
- Cc1cc(C)c(NC(=O)C2CCN(c3nnc(C)c4c(C)n(-c5ccccc5)nc34)CC2)c(C)c1
 : 10%	-1%
- Cc1ccccc1CSc1nc2nc(C)c(Cc3ccccc3)c(C)n2n1
 : 44%	-2%
- CCOc1ccccc1NC(=O)Cn1nnc(C(=O)NCc2ccc(F)cc2)c1N
 : -22%	-10%
- CCCN1CCN(CCCNC(=O)c2ccc3nc(Cc4ccccc4)oc3c2)CC1
 : -18%	20%
- Fc1ccc(CNc2ncnc3c2c(-c2ccccc2)cn3-c2ccccc2)cc1
 : 23%	-20%
- CCOC(=O)c1c(C)oc2nc(C)nc(NCCCN3CCN(c4cc(C)ccc4C)CC3)c12
 : -6%	-9%
- CC1CCN(S(=O)(=O)c2ccc3nc(NCc4ccccc4)ccc3c2)CC1
 : -2%	11%
- O=S1(=O)c2ccccc2N(Cc2ccc(Cl)cc2F)c2ccccc21
 : -3%	1%
- CCC(C)NC(=O)c1cnn(-c2ccc(Cl)cc2)c1C1CCN(C(=O)OC(C)(C)C)CC1 (centres undefined)
 : 12%	9%
- Cc1c(NC(=O)c2ccc(Br)o2)cccc1-c1nc2ccccc2o1
 : 2%	-9%
- Cc1cc(=O)n2[nH]c(NC(=O)c3cccc(Cl)c3)nc2n1
 : 14%	-16%
- CC1CCC(NC(=O)CCc2cn(Cc3ccc(F)cc3)c3ccccc23)CC1 (centres undefined)
 : -6%	8%
- O=c1oc2ccccc2c(N2CCN(c3ccccc3F)CC2)c1CN1CCCC1
 : -19%	-11%
- O=C(NCCc1ccc(Cl)cc1)C(=O)NCC(c1ccco1)S(=O)(=O)c1ccccc1 (centres undefined)
 : 4%	-12%
- CCOc1ccc(NC(=O)CN2CCN(CC(=O)Nc3ccccc3OCC)CC2)cc1
 : 5%	-3%
- CCCN(CCC)CCCNC(=O)C1CCN(c2nc3ccc(CC)cc3s2)CC1
 : 7%	-6%
- Cc1ccc(CN2CCCn3nc(C(=O)NCCc4cccc(C)c4)cc3C2=O)cc1
 : ?	-4%
- Cc1cccc(-c2noc(-c3ccc(NCc4ccco4)c([N+](=O)[O-])c3)n2)c1
 : 7%	-10%
- Cc1ccc2nc(COc3cccc(NC(=O)c4ccccc4Cl)c3)cc(=O)n2c1
 : 35%	-18%
- CC(=O)c1ccc(NS(=O)(=O)c2ccc3c(c2)NC(=O)CCS3)cc1
 : -10%	-6%
- CCOc1ccccc1Nc1sc(C(=O)c2ccc(Cl)cc2)c(N)c1C#N
 : 3%	15%
- Cc1ccc(Nc2sc(C(=O)c3ccccc3)c(N)c2C(=O)Nc2ccc(Cl)cc2)cc1
 : 23%	23%
- COc1ccccc1CCNC(=O)c1cc2ccccn2n1
 : 9%	-7%
- CCOC(=O)CNC(c1ccccc1)c1cc(Br)ccc1NC(=O)c1ccc(Cl)cc1 (centres undefined)
 : 36%	-5%
- O=C(CNC(=O)c1ccccc1Cl)OCc1cc(=O)n2ccsc2n1
 : 5%	-6%
- Cc1ccc(NC(=O)c2ccc(F)c(S(=O)(=O)NCCc3ccccc3)c2)cc1F
 : ?	28%
- COc1ccc(NC(=O)C2CCN(c3nc(-c4ccc(OC)c(OC)c4)no3)CC2)cc1Cl
 : 11%	8%
- CCOc1ccc(C(=O)Nc2cccc(NC(=O)c3ccc(Cl)cc3Cl)c2)cc1
 : 2%	-3%
- CC(=O)c1ccc(NC(=O)CCc2c(C)nc3c(c(C)nn3-c3ccc(C)cc3)c2C)cc1
 : -7%	-12%
- CCN(CC)c1ccc(NC(=O)c2cc(C)nc3c2c(C)nn3-c2ccc(C)cc2)c(C)c1
 : -8%	-12%
- O=C(NCCc1ccc(Cl)cc1)c1ccc2c(c1)N(Cc1ccccc1)CCS2
 : 15%	1%
- Cn1ncc2c(NCc3ccc(F)cc3)ncnc21
 : 13%	-7%

# High-throughput results from PubChem.
